From PubChem
MEKK2 mut-MEK5 = MEK5 binding signal on mutant MEKK2 PB1, primary screen, biochemical, multiplex bead flow cytometry, Alexa488-MEK5 | Alexa488-MEK5 binding to MEKK2 mutant | percent response, % at 10 µM | hit rate 0.35% among 290,000 | AID 1530, 2009; in the data active = percent response above about 24%, passing the limit was not always enough; note: inactives centre near 1; some results filed as inactive read as strong as hits; reference of the scale not given here
DNA FID counter = compounds displacing fluorescent DNA intercalator, primary screen, artefact control for HCV NS3 helicase inhibitor project, biochemical, FID fluorescence; hit rate 0.17% among 290,000; AID 1845, 2009; DNA fluorescent intercalator displacement; inhibition, % at 7.9 µM; in the data active = inhibition above about 37%;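 note: 0% = vehicle and 100% = reference compound; higher means more ethidium bromide displaced from hairpin DNA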
NALP1 yeast inh = NALP1 inflammasome inhibitors in reconstituted yeast, colorimetric, S. cerevisiae, triplicate retest; S. cerevisiae NALP1/ASC/caspase-1 growth, X-gal OD620, 72 h; inhibition, % at 10 µM; hit rate 0.61% among 280,000; AID 2071, 2009; in the data active = inhibition mostly above about 24%, no sharp cut-off; inactive = mostly below about 32%; note: some compounds called inactive have numbers as strong as hits
MEKK2 WT-MEK5 = modulators of MEK5 binding to wildtype MEKK2, primary screen, biochemical, multiplex bead flow cytometry, Alexa488-MEK5; binding response (% of control), % at 10 µM; Alexa488-MEK5 binding to MEKK2 WT; actives lie on both sides; Mitogen-activated protein kinase kinase kinase 2 (Homo sapiens), Q9Y2U5; AID 1531, 2009; hit rate 1.1% among 290,000; in the data active = binding response below about 67% or above about 130%
OXTR agonist = human OXTR agonists, primary screen, fluorescence, CHO-OTR cells, Fluo-8 calcium; activation, % at 3 µM; hit rate 0.32% among 320,000; AID 2435, 2010; Fluo-8 calcium fluorescence; normalized: DMSO 0%, oxytocin 100%; Oxytocin receptor (Homo sapiens), P30559;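 active = activation above the mean of all tested compounds plus 3 SD, cutoff set per screening run, cut at about 20% in these data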;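 note: peak over basal fluorescence ratio from a 100 s FLIPR kinetic read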
PfM18AAP inh = PfM18AAP inhibitors, malaria aminopeptidase, primary screen, biochemical, QFRET, recombinant enzyme | inhibition, % at 7.35 µM | M18 aspartyl aminopeptidase (Plasmodium falciparum 3D7) | AID 1822, 2009 | hit rate 1.2% among 290,000 | H-Glu-NHMec fluorogenic cleavage;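 active = inhibition above the campaign mean inhibition over all tested compounds plus 3 SD, cut at about 28% in these data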;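 note: 0% = plate median of test compound wells and 100% = 2 mM ZnCl2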
MEKK3 PB1 HTS = modulators of MEKK3-MEK5 PB1 binding, primary screen, biochemical, wildtype MEKK3, multiplex bead flow cytometry, Alexa488-MEK5; binding response (% of control), % at 10 µM; hit rate 1.4% among 290,000; bead-based flow cytometry, Alexa488-MEK5 binding to MEKK3; actives lie on both sides; 0 = blocked by unlabeled MEK5, 100 = vehicle;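 active = binding response more than 3 SD above or below the average of its plate-row segment, actives on both sides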;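 note: Alexa488 bead fluorescence after subtracting the streptavidin-only scavenger bead signal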
Target sequence (Q99759 whole entry, looked up): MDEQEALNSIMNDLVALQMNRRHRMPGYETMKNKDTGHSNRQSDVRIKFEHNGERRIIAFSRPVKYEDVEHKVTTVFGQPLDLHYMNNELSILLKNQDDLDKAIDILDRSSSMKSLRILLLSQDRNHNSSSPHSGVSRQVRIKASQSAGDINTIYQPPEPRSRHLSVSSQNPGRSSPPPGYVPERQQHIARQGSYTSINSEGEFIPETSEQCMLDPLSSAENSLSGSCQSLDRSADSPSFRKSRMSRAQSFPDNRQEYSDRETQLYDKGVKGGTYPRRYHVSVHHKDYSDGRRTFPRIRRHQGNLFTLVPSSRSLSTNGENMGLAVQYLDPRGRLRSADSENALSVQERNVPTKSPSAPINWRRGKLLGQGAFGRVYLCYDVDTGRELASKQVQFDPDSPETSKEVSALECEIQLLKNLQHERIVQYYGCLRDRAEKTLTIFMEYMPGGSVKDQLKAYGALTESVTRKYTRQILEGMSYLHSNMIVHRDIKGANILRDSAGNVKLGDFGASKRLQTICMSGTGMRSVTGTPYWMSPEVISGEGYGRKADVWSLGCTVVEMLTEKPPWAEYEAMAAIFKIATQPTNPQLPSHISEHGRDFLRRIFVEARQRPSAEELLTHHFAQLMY
PHOSPHO1 block = PubChem AID 1565 | inhibition, % at 13.3 µM | recombinant PHOSPHO1, absorbance phosphatase assay | hit rate 1.1% among 290,000; in the data active = inhibition above about 60%
GPR7 antag = GPR7 receptor antagonists, primary screen, cell-based, fluorescence, single concentration. Neuropeptides B/W receptor type 1 (Homo sapiens), P48145. GPR7-expressing cells, fluorescence antagonist assay. inhibition, % at 4.4 µM. hit rate 1.1% among 290,000; in the data active = inhibition above about 16%, passing the limit was not always enough;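 note: cells stimulated with the agonist NPW; 0% = agonist with vehicle and 100% = vehicle without agonist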
Target sequence (P48145 whole entry, looked up): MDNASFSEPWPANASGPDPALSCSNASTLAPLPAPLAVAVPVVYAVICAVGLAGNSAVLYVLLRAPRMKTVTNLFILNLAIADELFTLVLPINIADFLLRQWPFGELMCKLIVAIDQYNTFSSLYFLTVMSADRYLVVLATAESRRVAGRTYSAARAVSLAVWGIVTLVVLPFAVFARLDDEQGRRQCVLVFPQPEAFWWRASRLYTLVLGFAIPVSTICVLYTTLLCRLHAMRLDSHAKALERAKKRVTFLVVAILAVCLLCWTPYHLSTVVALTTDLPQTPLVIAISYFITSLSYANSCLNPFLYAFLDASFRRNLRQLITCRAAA
Numbers without * were called inactive; nt = not tested or not shown; [ ] = remark or other dose. A portion of the library, so the mix of outcomes need not match the whole.

SMILES	MEKK2 mut-MEK5	DNA FID counter	NALP1 yeast inh	MEKK2 WT-MEK5	OXTR agonist	PfM18AAP inh	MEKK3 PB1 HTS	PHOSPHO1 block	GPR7 antag
Cc1cc(Cl)ccc1OC(C)C(=O)O (stereo not drawn)	2	-2	-14	101	-0.3	-1	99	-4	-14
CCC1(CC)C(=O)NC(=Nc2cccc(C(F)(F)F)c2)NC1=O	1	-16	13	98	6.5	-7	101	6	-4
Cc1ccc(C(=O)N[C@@H](C)CN2C3=NC[C@H](Cc4ccccc4)N3C[C@H]2Cc2ccc(O)cc2)cc1Br	31*	nt	12	168*	-1.0	nt	112	8	nt
COc1ccc(C(CC(=O)N2CCC3(CC2)OCCO3)NS(=O)(=O)c2ccc(OC)cc2)cc1 (stereo not drawn)	8	-19	-9	104	-0.1	-1	102	-6	15
CC(C)(C)NC(=O)Cn1cc(C(=O)c2ccccc2F)c2ccccc21	1	-6	-11	96	-1.9	5	95	8	-4
COc1cc2[nH]c(C(=O)N3CCC4(CC3)OCCO4)cc2c(OC)c1OC	2	-18	32	104	0.6	2	101	23	-6
Cc1ccc(CNCCc2ccccc2F)cc1	-2	5	37	97	1.2	1	93	11	-8
Brc1cc2c(cc1CN1CCN(c3ccccc3)CC1)OCCO2	6	-9	-19	103	0.6	-2	103	-17	0
O=S(=O)(NC1CCCCCCC1)OCC(Cl)(Cl)Cl	-2	-12	12	95	-1.9	7	100	4	-8
C=CCN1C(=O)C2(C(C(=O)OCC)=C(N)Oc3ccccc32)C2=C1CCCC2=O (stereo not drawn)	-1	-20	7	103	1.6	1	106	33	-7
Cc1ccc(-n2c(-c3cccs3)nc3ccccc3c2=O)cc1	nt	-5	4	nt	-2.1	8	nt	18	2
Cn1c(O)c(C=NC2CC(C)(C)NC(C)(C)C2)c(=O)n(C)c1=O	-11	4	0	74	-0.7	-12	68	9	-3
COc1cccc(C2CCN(CC(=O)Nc3cc(Cl)ccc3OC)CC2O)c1 (stereo not drawn)	8	-31	11	110	1.3	7	109	28	2
COc1ccc(-n2c(/C=C3/C(=O)Nc4ccccc43)nc3ccccc3c2=O)cc1	3	2	20	103	0.4	-2	102	-26	-20
C=CCn1c(O)c(C=NC2CCN(Cc3ccccc3)CC2)c(=O)[nH]c1=O	-23	-3	nt	92	0.9	-3	86	46	1
C=C1N2CCC(CC2)C1(O)c1ccc(C)cc1 (stereo not drawn)	5	2	-3	112	0.3	-3	110	-5	-4
CCN1C(=O)NC(=O)/C(=C\c2cn(CC(=O)N3CCCC3)c3ccccc23)C1=O	-14	-9	17	91	1.2	11	91	30	-11
COC1=CC=C2[C@H]3Cc4ccc(OC)c5c4[C@@]2(CCN3C)[C@H]1O5	1	-2	17	105	1.1	-5	107	11	6
Cc1ccc(C(=O)COC(=O)Cc2ccccc2)cc1	0	-20	0	102	-0.8	-4	101	24	7
O=C1NC(=O)C(CCc2ccncc2)(CCc2ccncc2)C(=O)N1CCc1ccc(F)cc1	-2	-15	12	103	-0.6	3	101	-4	-3
O=C1NC(=O)C(=C/C=C/c2coc3ccc(Br)cc3c2=O)C(=O)N1	-22	-12	2	75	40*	12	78	38	-6
Cc1ccc(C)c(Cn2c(C(=O)O)c(C=O)c3ccccc32)c1	-35	-28	28*	66	2.2	4	64	30	-9
COc1cc(/C=C/[N+](=O)[O-])ccc1O	3	-5	94*	104	0.6	29*	96	-14	-7
COc1nc(NCC2CCCO2)nc(N2CC3CC(C2)c2cccc(=O)n2C3)n1 (stereo not drawn)	-1	-8	nt	98	0.1	1	108	34	-13
CCOC(=O)c1ccc(NC(=O)N2C[C@@H]3C[C@@H](C2)c2cccc(=O)n2C3)cc1	4	-9	23	100	0.5	4	99	18	-3

Ordered by SMILES length (smallest number first): some entries from above
SMILES	MEKK2 mut-MEK5	DNA FID counter	NALP1 yeast inh	MEKK2 WT-MEK5	OXTR agonist	PfM18AAP inh	MEKK3 PB1 HTS	PHOSPHO1 block	GPR7 antag
Cc1ccc(CNCCc2ccccc2F)cc1	-2	5	37	97	1.2	1	93	11	-8
Cc1ccc(C)c(Cn2c(C(=O)O)c(C=O)c3ccccc32)c1	-35	-28	28*	66	2.2	4	64	30	-9
CCC1(CC)C(=O)NC(=Nc2cccc(C(F)(F)F)c2)NC1=O	1	-16	13	98	6.5	-7	101	6	-4
C=CCn1c(O)c(C=NC2CCN(Cc3ccccc3)CC2)c(=O)[nH]c1=O	-23	-3	nt	92	0.9	-3	86	46	1
C=CCN1C(=O)C2(C(C(=O)OCC)=C(N)Oc3ccccc32)C2=C1CCCC2=O (stereo not drawn)	-1	-20	7	103	1.6	1	106	33	-7

(more compounds)
SMILES	MEKK2 mut-MEK5	DNA FID counter	NALP1 yeast inh	MEKK2 WT-MEK5	OXTR agonist	PfM18AAP inh	MEKK3 PB1 HTS	PHOSPHO1 block	GPR7 antag
CN(C)C(=O)Oc1ccc(Br)c2ccccc12	-7	-9	22	91	-2.6	-4	92	4	-8
CCCCCn1c(=O)c(C(=O)NCc2ccc(Cl)cc2)c(O)c2ccccc21	9	0	2	112	0.2	2	109	8	-13
CC(=O)N1N=C(c2cccnc2)CC1c1ccccc1O (stereo not drawn)	-10	0	2	95	1.1	-7	90	1	-12
Cc1ccc(S(=O)(=O)N[C@@H](CCCCN)C(=O)CCl)cc1	0	nt	nt	104	0.8	nt	100	nt	nt
CCOP(=O)(Cc1cc(C(C)=O)c(C)o1)OCC	-4	-20	-6	93	0.2	9	93	-126	-10
CCn1c(=O)cc(OCC(=O)N2CCC3(CC2)OCCO3)c2ccccc21	0	-14	-7	97	0.5	2	97	9	15
C=CCn1c(O)c(C(CC)=Nc2ccc(N(CC)CC)cc2)c(=O)[nH]c1=O	-6	3	5	88	0.9	29*	93	12	-10
C#CC1(O)CCC2C3CCC4=C/C(=N/OCC(=O)NCC(=O)NC(C(=O)O)C(C)C)CC[C@]4(C)C3CC[C@@]21C (stereo partly drawn)	0	-37	9	104	nt	-2	100	10	13
CCCCCCn1c(=O)c(C(=O)Nc2c(C)n(C)n(-c3ccccc3)c2=O)c(O)c2ccccc21	3	-4	nt	89	0.1	2	98	30	-11
CC(=NCc1cccnc1)c1c(O)n(C2CCCCC2)c(=O)[nH]c1=O	0	-8	16	94	0.2	6	101	29	-15
C1CNC2NCCNC2N1 (stereo not drawn)	-5	1	12	92	nt	4	95	-5	-1
Cc1cccc(N2C(=O)NC(=O)/C(=C\c3cnn(-c4ccccc4)c3)C2=O)c1	14	-4	12	108	0.6	-4	106	15	2
COc1ccc(OC)c(-n2c(O)c(/C=C3\C(C)=Nc4ccccc43)c(=O)[nH]c2=O)c1	-22	-19	nt	84	0.8	9	83	48	-11
O=C(OCC(=O)c1ccc([N+](=O)[O-])cc1)/C(=C/c1ccc(Cl)cc1)NC(=O)c1ccccc1	-2	-4	16	104	0.4	27	122	7	1
N#CC1=C(N)Oc2c(c(=O)oc3ccccc23)C1c1cccnc1 (stereo not drawn)	1	1	5	108	-1.5	-2	106	14	-2
O=C(N/N=C1/CN2CCC1CC2)c1cc2ccccc2cc1O	5	-12	12	115	-0.3	5	116	41	-5
Cc1[nH]c2ccccc2c1CCN	11	0	nt	111	-0.2	-5	106	nt	-6
COc1ccc(OP(=O)(Nc2ccccc2)Nc2ccccc2)cc1	-5	-24	7	93	0.7	3	94	26	-6
CC(C)(C)c1ccc(C(=O)C2CCCN(Cc3ccon3)C2)cc1 (stereo not drawn)	8	-9	13	106	2.3	-2	105	37	-8
CCOC(=O)c1c(-n2c(C)cc(C=C3C(=O)NC(=S)NC3=O)c2C)sc2c1CCCC2	-7	-17	22	65	-1.4	0	95	36	7
CC(=NCc1cccnc1)c1c(O)n(-c2ccccc2)c(=O)[nH]c1=O	5	1	1	107	0.8	7	104	4	-4
O=C1c2ccccc2C(=O)N1Cc1nc2ccccc2c(=O)n1-c1ccc(Br)cn1	11	-6	38	109	-2.7	-1	108	2	-5
COc1cccc(CNCCc2ccc3c(c2)OCO3)c1OC	6	5	6	116	4.0	2	106	14	-17
CC(=Nc1ccc(F)cc1)c1c(O)n(C)c(=O)[nH]c1=O	1	3	21	101	-0.1	1	103	24	-5
Cc1ccccc1N1CCN(C2CCCN(C(=O)Cc3c(C)noc3C)C2)CC1 (stereo not drawn)	-3	-22	5	103	-0.6	0	99	25	-10

A second format for some results above.
Compound,MEKK2 mut-MEK5,DNA FID counter,NALP1 yeast inh,MEKK2 WT-MEK5,OXTR agonist,PfM18AAP inh,MEKK3 PB1 HTS,PHOSPHO1 block,GPR7 antag
C=CCN1C(=O)C2(C(C(=O)OCC)=C(N)Oc3ccccc32)C2=C1CCCC2=O (stereo not drawn),-1,-20,7,103,1.6,1,106,33,-7
Cc1ccc(-n2c(-c3cccs3)nc3ccccc3c2=O)cc1,nt,-5,4,nt,-2.1,8,nt,18,2
Cn1c(O)c(C=NC2CC(C)(C)NC(C)(C)C2)c(=O)n(C)c1=O,-11,4,0,74,-0.7,-12,68,9,-3
COc1cccc(C2CCN(CC(=O)Nc3cc(Cl)ccc3OC)CC2O)c1 (stereo not drawn),8,-31,11,110,1.3,7,109,28,2

The results go on.
SMILES	MEKK2 mut-MEK5	DNA FID counter	NALP1 yeast inh	MEKK2 WT-MEK5	OXTR agonist	PfM18AAP inh	MEKK3 PB1 HTS	PHOSPHO1 block	GPR7 antag
CC(NCc1cccc(Cl)c1Cl)C(O)c1ccccc1 (stereo not drawn)	5	8	40	43*[inhibitor]	1.7	-1	102	13	-1
O=C(NC1CCCCC1)Oc1cc2oc(=O)sc2cc1Cl	7	13	nt	100	-0.6	31*	98	27	4
O=C(CNC(=O)c1ccc(Br)cc1)Nc1ccc(Br)cc1C(=O)c1ccccc1	-1	-3	23	99	-0.4	-3	106	0	-3
Cc1ccc(CN2CCCN(Cc3ccccc3C)S2(=O)=O)cc1	3	-23	21	101	-1.1	-6	105	38	-17
CC1(C)CSC(=NCc2ccccc2)N1	2	-1	20	100	16	4	108	13	87*
c1ccc(CNc2c3c(nc4ccccc24)CCC3)cc1	1	14	9	122	0.2	-2	100	0	6
O=C(NCC(c1cccnc1)N1CCN(c2ccccc2)CC1)Oc1ccccc1 (stereo not drawn)	-8	-17	17	99	-0.3	3	86	-14	-15
CN1C2CCC1CC(OC(=O)c1ccc(Cl)cc1)C2 (stereo not drawn)	-1	8	-16	111	2.3	4	105	9	4
CCN(CC)c1ccc(/C=C2/C(=O)NC(=O)N(Cc3ccco3)C2=O)cc1	4	-5	21	101	1.9	14	102	-3	5
